From PubChem
TIM10 inh: growth inhibitors of isogenic TIM10 control yeast, primary screen, counter-screen for tim10-1 yeast inhibitor project, luminescence, uHTS; 330,000 compounds, 1.4% hits; S. cerevisiae TIM10 strain growth, BacTiter-Glo luminescence, 24 h; AID 463195, 2010; inhibition, % at 10 µM;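 active means inhibition of 40% or more at the single tested concentration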;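 further: wild-type TIM10 isogenic control strain grown at permissive 25 °C; 0% = DMSO yeast wells and 100% = minimal medium wells without yeast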
CXCR6 inh: CXCR6 receptor inhibitors, primary screen, cell-based, beta-arrestin, luminescence, CHO-K1 PathHunter, 1536-well; AID 602244, 2012; inhibition, % at 20 µM; 360,000 compounds, 0.36% hits; in the data active means inhibition above about 34%, passing the limit was not always enough;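 further: antagonist mode with CXCL16 agonist at 10 nM final; 0% = 10 nM CXCL16 with DMSO and 100% = unstimulated wells without agonist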
Target sequence (O00574 whole entry, looked up): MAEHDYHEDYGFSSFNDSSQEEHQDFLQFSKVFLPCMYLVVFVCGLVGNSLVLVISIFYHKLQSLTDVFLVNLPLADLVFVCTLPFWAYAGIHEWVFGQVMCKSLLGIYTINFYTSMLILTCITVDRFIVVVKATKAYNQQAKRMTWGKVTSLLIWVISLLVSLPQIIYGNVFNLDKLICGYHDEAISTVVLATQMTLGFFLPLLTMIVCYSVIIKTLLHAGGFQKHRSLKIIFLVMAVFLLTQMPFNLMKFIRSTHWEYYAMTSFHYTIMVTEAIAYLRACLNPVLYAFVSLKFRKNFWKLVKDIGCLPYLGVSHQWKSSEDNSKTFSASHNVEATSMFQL
Mdm2-MdmX inh: inhibitors of human Mdm2-MdmX association, primary screen, cell-based, luminescence, split luciferase, SaOS-2, uHTS; Protein Mdm4 (Homo sapiens) + E3 ubiquitin-protein ligase Mdm2 (Homo sapiens), …; SaOS-2 split-luciferase Mdm2/MdmX complementation; inhibition, % at 8 µM; 330,000 compounds, 3% hits;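 active means inhibition of at least 50% at 8 µM in the primary screen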
UPR XBP1 act: activators of adaptive XBP1 UPR arm, primary screen, cell-based, CHO-XBP1 luciferase reporter, luminescence, uHTS | IRE1-XBP1 UPR activation; percent of tunicamycin response, DMSO as zero | AID 463104, 2010 | activation, % at 20 µM | 330,000 compounds, 0.33% hits;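 active means versus positive control, 20 µM dose yields 30% or more activation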;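 further: 100% = tunicamycin at 10 µg/mL and 0% = DMSO only wells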
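Assay system: CHO-XBP1 luciferase reporter cells; Schedule: 6 h treatment, 37 °C; Detection: glow luminescence from Steady-Glo reagent; Benchmarks: high control tunicamycin 10 µg/mL final, low control DMSO vehicle only.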
APJ antagonist: antagonists of human apelin receptor APJ, primary screen, CHO-K1 cells, beta-arrestin complementation, luminescence; inhibition, % at 20 µM; P35414; 330,000 compounds, 0.32% hits;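 active means inhibition above about 40% at 20 µM, limit read from the data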;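 further: cells challenged with 10 nM apelin-13 agonist together with compound; plate controls were apelin-13 plus DMSO wells for no effect and DMSO wells lacking apelin-13 for full effect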
Target sequence (P35414 whole entry, looked up): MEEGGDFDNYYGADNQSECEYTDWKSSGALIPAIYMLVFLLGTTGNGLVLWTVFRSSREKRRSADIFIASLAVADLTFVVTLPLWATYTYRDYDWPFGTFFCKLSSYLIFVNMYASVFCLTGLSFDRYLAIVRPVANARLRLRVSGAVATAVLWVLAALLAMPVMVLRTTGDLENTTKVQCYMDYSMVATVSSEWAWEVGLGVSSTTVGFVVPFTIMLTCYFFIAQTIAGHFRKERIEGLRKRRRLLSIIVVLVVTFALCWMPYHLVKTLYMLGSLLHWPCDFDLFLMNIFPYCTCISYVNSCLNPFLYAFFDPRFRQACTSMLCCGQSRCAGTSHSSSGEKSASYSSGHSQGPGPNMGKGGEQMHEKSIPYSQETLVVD
APJ ag: agonists of human apelin receptor APJ, primary screen, CHO-K1 cells, PathHunter beta-arrestin, luminescence; 330,000 compounds, 0.11% hits; 0% DMSO wells, 100% apelin; activation, % at 20 µM; AID 2520, 2010;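 active means activation more than six SD over the plate average, tested at 20 µM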;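 further: 0% = DMSO alone and 100% = apelin-13 at 10 nM; some results filed as inactive read as strong as hits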
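Assay system: CHO-K1 APJ beta-arrestin complementation cell line / Compound: single test compound dose, 20 µM final, 1% DMSO / Times: overnight seeding, 90 min compound at 25 °C, 1 h detection / Technique: beta-gal luminescence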
CHOP UPR activ: activators of apoptotic CHOP UPR arm, primary screen, cell-based, CHO-CHOP luciferase reporter, luminescence, uHTS | UPR activation; percent of tunicamycin response over DMSO baseline | activation, % at 10 µM | 330,000 compounds, 0.34% hits | AID 449763, 2010;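 active means at 10 µM dose, activation of 40% or more, normalized to positive control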;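 further: 100% = tunicamycin at 10 µg/mL and 0% = DMSO alone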
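Test system: CHO CHOP reporter cells. Input: 500 CHO-CHOP cells per well. Medium: F12 with 10% FBS. Technique: luciferase luminescence. Measure: percent activation relative to tunicamycin control. Dosing: 10 µM compound, 0.5% DMSO. Timing: 16-18 h cell attachment, then 6 h compound exposure, 37 °C.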
tim10-1 inh: growth inhibitors of tim10-1 mutant yeast, primary screen, luminescence, uHTS. S. cerevisiae tim10-1 ts strain growth, BacTiter-Glo, 24 h. inhibition, % at 20 µM. 330,000 compounds, 2.2% hits;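 active means inhibition of at least 40%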;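 further: mutant grown at 25 °C; 0% = DMSO wells with yeast and 100% = wells holding no yeast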
tim23-1 inh: growth inhibitors of tim23-1 mutant yeast, primary screen, luminescence, uHTS. S. cerevisiae tim23-1 growth, BacTiter-Glo luminescence, 24 h. inhibition, % at 20 µM. 330,000 compounds, 1.3% hits. AID 463212, 2010;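 active means growth inhibition of the mutant yeast at or above 50%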;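 further: temperature-sensitive mutant grown at 25 °C; plate controls were DMSO-treated mutant yeast for no effect and medium wells lacking yeast for full effect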
Numbers without * were called inactive; x = not tested or not shown. Not all compounds are listed (hit frequency here may not be typical).

Start of the listing, in advance, 4 compounds:
SMILES	TIM10 inh	CXCR6 inh	Mdm2-MdmX inh	UPR XBP1 act	APJ antagonist	APJ ag	CHOP UPR activ	tim10-1 inh	tim23-1 inh
CCN1CCN(C(=O)C23CCC(C)(C(=O)C2Br)C3(C)C)CC1 (stereo unspecified)	6	6	-2	-1	11	1	-1.5	5	-2
O=C(NCc1ccc2c(c1)OCO2)C(=O)NCC1OCCCN1S(=O)(=O)c1ccc(F)cc1 (stereo unspecified)	9	-6	19	-2	9	1	3.2	-9	2
O=c1c(Cl)c(N2CCN(c3ccc(F)cc3)CC2)cnn1C12CC3CC(CC(C3)C1)C2	30	11	25	-2	12	-4	-0.7	48*	38
COc1ccc(C2c3c(ccc4ccccc34)Oc3ncn4nc(Cc5ccc(OC)c(OC)c5)nc4c32)cc1 (stereo unspecified)	7	x	27	0	-13	-1	2.3	18	26

Main list (from the top)
SMILES	TIM10 inh	CXCR6 inh	Mdm2-MdmX inh	UPR XBP1 act	APJ antagonist	APJ ag	CHOP UPR activ	tim10-1 inh	tim23-1 inh
CCN1CCN(C(=O)C23CCC(C)(C(=O)C2Br)C3(C)C)CC1 (stereo unspecified)	6	6	-2	-1	11	1	-1.5	5	-2
O=C(NCc1ccc2c(c1)OCO2)C(=O)NCC1OCCCN1S(=O)(=O)c1ccc(F)cc1 (stereo unspecified)	9	-6	19	-2	9	1	3.2	-9	2
O=c1c(Cl)c(N2CCN(c3ccc(F)cc3)CC2)cnn1C12CC3CC(CC(C3)C1)C2	30	11	25	-2	12	-4	-0.7	48*	38
COc1ccc(C2c3c(ccc4ccccc34)Oc3ncn4nc(Cc5ccc(OC)c(OC)c5)nc4c32)cc1 (stereo unspecified)	7	x	27	0	-13	-1	2.3	18	26
CCOC(=O)[C@@H]1[C@H]2COc3cc(OC)ccc3[C@@H]2N2C(=O)N(c3ccccc3)C(=O)[C@@]12C	12	-10	0	3	6	-1	0.9	14	15
COc1ccc(OC)c(C2CC(=O)N3CN(c4cccc(Cl)c4C)CSC3=C2C#N)c1 (stereo unspecified)	-1	-4	10	-1	0	-1	0.4	19	-2
O=C(/C=C/c1ccc(Cl)cc1)NCCSc1ccccc1	-10	3	9	0	9	-7	-0.5	-7	4
O=C(c1ccccc1Cl)N(Cc1ccc(Br)cc1)N1C(=O)CCCC1=O	7	0	6	-4	15	-4	-2.9	12	17
Cc1ccc2nc(C3CCN(C(=O)c4ccco4)CC3)[nH]c2c1	-15	-7	-11	1	23	-4	2.4	10	-6
Cc1nc(-c2cn[nH]c2)c2cc(C)oc2n1	-14	-1	22	1	20	4	-1.0	-5	11
C=CCOc1ccc(C2OC34CCCCC3C(C#N)(C#N)C2(C#N)C(=N)O4)cc1 (stereo unspecified)	0	1	6	-3	-15	0	9.3	11	17
CCN(CC)c1ccc2c(c1)oc(=O)c1c(Cl)cc(=O)oc12	89*	60*	99*	-7	31	0	24	78*	73*
O=C(Nc1cc([N+](=O)[O-])ccc1N1CCCC1)c1ccccc1	5	12	-12	2	5	2	-1.2	8	2
O=C(CSc1nc2[nH]ncc2c(=O)n1-c1ccccc1Br)NCc1ccco1	2	-3	-13	-1	6	0	0.1	2	-1
CCSc1nnc(NC(=O)[C@@H](NC(=O)c2cccc(C)c2)C(C)C)s1	4	3	23	-3	-7	-2	-1.3	6	10
O=c1c2ccccc2nnn1Cc1cccc2ccccc12	18	-8	18	3	13	-3	2.0	13	25
O=C(NC(=S)NNC(=O)c1ccccc1O)c1ccc([N+](=O)[O-])cc1	3	14	14	-3	-5	-2	-1.3	-4	-10
CN1CCN(C(=O)c2ccc3c(c2)S(=O)(=O)c2ccccc2C3=O)CC1	2	-6	5	-1	-6	0	0.0	-5	5
Cc1ccc(O)c(/C=N/NC(=O)CN2CCCC2)c1	0	-11	16	-1	10	-3	1.0	0	-11
COC(=O)c1cccc(NC(=O)/C=C/c2ccc3c(c2)OCO3)c1	4	2	-4	0	-6	-1	4.5	-27	33
O=C(CCCC(=O)N(c1ccc(F)cc1)C(C(=O)NC1CCCC1)c1ccc(O)cc1)Nc1ccccn1 (stereo unspecified)	1	4	11	-3	-7	0	-0.1	22	11
COC(=O)c1sccc1NS(=O)(=O)c1ccc(OC)cc1	11	-2	40	-1	10	0	-1.3	-12	29
Fc1ccccc1CNC(=S)NC1CCCCC1	10	-2	-4	-8	4	2	1.6	28	29
Cc1ccc(N(CC(=O)Nc2ccccc2-c2ccccc2)S(=O)(=O)c2ccccc2)cc1	13	6	30	-1	-3	-7	0.0	23	22
COc1ccc(NC(=S)N2CCN(S(=O)(=O)c3ccc(F)cc3)CC2)cc1	-5	-9	24	-2	4	-3	0.7	8	16
COc1ccc(NC(=O)C2CC(=O)N(C)C(=Nc3ccc4c(c3)OCO4)S2)cc1 (stereo unspecified)	19	5	9	0	11	0	-1.5	15	17
C=CCNC(=O)c1cc2c(=O)n3cc(C)ccc3nc2nc1NCC1CCCO1 (stereo unspecified)	2	x	-13	2	7	0	1.3	6	3
O=C(NC12CC3CC(CC(C3)C1)C2)c1ccco1	12	2	11	-2	-3	-2	0.1	6	18
COc1ccc(N2CC(C(=O)Nc3cc(C)ccn3)CC2=O)cc1 (stereo unspecified)	6	-5	12	-2	10	-4	-3.3	-5	18
O=C(Nc1cnn(Cc2ccc(F)cc2)c1)c1cc2nc(-c3ccco3)cc(C(F)(F)F)n2n1	-10	-19	27	15	-13	-3	-0.4	-14	-15
O=C(NCCC(=O)N1CCCCCCC1)c1ccc(Br)cc1	-45	5	10	-2	16	-3	2.3	6	22
O=S(=O)(Nc1ccccc1)c1ccc(Oc2ncc(C(F)(F)F)cc2Cl)cc1	49*	-7	25	2	6	7	0.1	49*	25
CC[C@@H]1C/C=C\Cc2ccccc2[C@@H](C(=O)C[C@H](O)CC(C)=O)OC1=O	-4	-1	-16	-4	-3	-3	0.5	9	6
CCCOC(=O)C1=C(C)NC2=C(C(=O)CCC2)C1c1cccs1 (stereo unspecified)	12	2	-10	0	-3	-3	3.1	9	7
COc1nc2ccccc2nc1CCC(=O)O	-12	-10	3	-2	2	-1	-0.5	12	9
N#CNc1nc(O)cc(=O)[nH]1	-2	0	-15	0	-16	-4	0.9	9	-1
COc1cccc(NC(=O)NCCCCc2ccccc2)c1	9	-2	13	-3	-7	4	2.8	21	33
C=CCNC(=S)NCCCCC1NC(=S)N(CC=C)C1=O (stereo unspecified)	17	18	-26	1	20	-5	-1.1	8	5
O=C(CCn1c(=S)oc2ccccc21)NC1CCCCCC1	-12	-8	-16	1	-9	2	1.2	8	7
CCO[C@@H]1OC(C(N)=O)=C[C@H](C2CC2)[C@H]1CCCO	9	-5	17	-2	2	-3	-0.1	3	12
O=C(CCS(=O)(=O)c1ccccc1)Nc1cccc2c1C(=O)NC2=O	-13	3	-2	1	2	-6	0.6	17	-1
COc1ccc(NS(=O)(=O)c2cc(NC(=O)c3ccncc3)ccc2N2CCOCC2)cc1	-6	-1	6	-3	-2	0	0.8	11	7
O=C(CCC(=O)OCC(=O)c1ccccc1)Nc1cccc(Cl)c1	-4	-4	-12	-1	5	-1	-1.9	-6	-12
CCC(NC(=O)Nc1ccc(O)cc1)(C(F)(F)F)C(F)(F)F	-2	-17	14	0	-7	0	0.5	-10	1
CCSc1nnc(SCC(=O)Nc2cc(C)on2)s1	2	4	22	-2	-12	-2	-0.3	8	12
COc1ccccc1NC(=S)N1CCOCC1	0	-3	6	-1	3	-7	-0.6	-3	0
COc1cc(CNCCCO)ccc1OCC(=O)NC(C)(C)C	8	-1	-12	0	-11	0	1.7	5	4
COC(C[C@H]1O[C@H]1C(=O)COCc1ccccc1)OC	4	-2	2	-3	10	7	-0.8	-7	-13
CCOc1ccc(Nc2ncnc3c2cnn3Cc2ccccc2)cc1	25	0	18	6	4	-6	-0.9	41*	38
O=c1nc(N/N=C/c2ccccn2)cn[nH]1	-42	-33	11	-1	-16	-1	-4.1	12	34
Clc1cccc(-c2ccc3ncnc(NCc4cccs4)c3c2)c1	24	-6	29	-1	11	2	0.1	19	51*
COCCCNC(CC(=O)Nc1ccc(OC)cc1OC)C(=O)O (stereo unspecified)	2	2	19	-2	10	-3	0.4	1	0
CNC(=O)COC(=O)CCC(=O)c1ccc(Cl)cc1	-24	4	-16	0	15	0	0.0	14	12
CC(C)(C)NS(=O)(=O)c1ccc(/C=C/C(=O)O)cc1	6	6	19	-1	0	0	2.8	13	6
O=[N+]([O-])c1ccc(CCNc2cccc3ccccc23)c([N+](=O)[O-])c1	6	0	20	4	-65	14	2.3	26	10
COc1ccccc1NC(=O)CN1C(=O)COc2ccc(C)cc21	-9	4	14	-6	-3	0	-0.2	-16	7
COCCN(C(=O)COC(=O)/C=C/c1cccc(OC)c1)c1c(N)n(CC(C)C)c(=O)[nH]c1=O	13	0	-8	3	13	-6	-0.9	26	29
COc1ccc(N(CC(O)Cn2cnc3ccccc32)S(=O)(=O)c2ccc(C)cc2)cc1 (stereo unspecified)	10	2	21	-3	-2	5	1.3	25	27
Cn1cc(Br)c(C(=O)NN2C(=O)C3C(C2=O)C2C=CC3C23CC3)n1 (stereo unspecified)	5	-1	3	-3	6	-2	0.2	-13	9
c1ccc2c3n(nc2c1)CCCO3	-3	0	17	-3	12	-2	1.3	-2	2
(continued)
SMILES	TIM10 inh	CXCR6 inh	Mdm2-MdmX inh	UPR XBP1 act	APJ antagonist	APJ ag	CHOP UPR activ	tim10-1 inh	tim23-1 inh
Fc1ccc(Nc2nc(N3CCOCC3)nc(N3CCOCC3)n2)cc1Cl	0	5	35	6	18	-5	3.1	7	33
Nc1c2c(nc3ccc(Br)cc13)N(C1CCCCC1)CC2	19	x	1	-2	0	0	1.2	20	12
COc1cc(NC(=O)C2=C(C)OCCS2)c(Cl)cc1C(=O)NCCN(C)C	15	-9	27	-5	-19	-1	-1.4	0	7
COc1ccccc1NC(=S)N1CCN(c2ccccn2)CC1	-6	2	-28	-2	6	-2	1.4	12	1
CC1CCC(NC(=O)C2CC(=O)N(c3ccc4c(c3)OCCO4)C2)CC1 (stereo unspecified)	-19	8	17	-2	4	-1	-0.9	-2	9
CCOC(=O)C1CCCN(c2ncnc3c2cnn3-c2cccc(C)c2)C1 (stereo unspecified)	15	4	2	-1	-7	-4	-1.9	23	12
COc1ccc(CNC(=O)Cn2ncn3c(cc4ccccc43)c2=O)cc1	-24	3	67*	0	-18	-3	1.6	-11	-8
N#CCCN(Cc1cccnc1)S(=O)(=O)c1ccc2ccccc2c1	-1	4	8	2	5	-3	0.0	-15	-2
CCN(CC(=O)Nc1ccccc1C(F)(F)F)C(=O)C1CCC1	14	3	15	-1	-1	0	-0.3	4	15
